Screens (PubChem)
Abeta rescue = qHTS for compounds that reverse cellular toxicity of Amyloid beta (A-beta) peptide in yeast: Primary Screen; yeast expressing A-beta42, growth rescue, OD600, 48 h; response scale: 0% DMSO, 100% iron-clioquinol control; Potency, µM (titrated, usually from 46.1 µM), for the others: at the highest dose growth rescue, hits mostly activators; hit rate 0.063% among 410,000; also: potency is read from the fitted curve at half-maximal effect; nearly all actives have a fitted effect of over 55% in size
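Yeast A-beta toxicity model in growth medium with pinned compounds, 48 h at 30 C; growth read as absorbance at 600 nm. Normalized to FeCl3/clioquinol equimolar mix (positive) and DMSO (negative).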
pAkt inh = HTS Assay for Inhibitors of Akt Phophorylation: Primary Screen. Neuro2A IGF-stimulated pAkt S473 HTRF, 20 min; stronger effect = lower value. hit rate 0.32% among 360,000. activity change, % for hits at 50 µM; in the data active = activity change below about -80%; inconclusive = mostly about -51% to -80%; also: % is scaled to controls: 0 for no effect and ±100 for the full control effect
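Neuro2A cells in DMEM with 0.5% FBS, overnight at 37 deg C, given compound at single 50 µM final, then IGF (6 nM final) for 20 min at 37 deg C. Lysed; phospho-Akt Ser473 by HTRF after 24 h, 665/615 ratio.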
FUS yeast rescue = qHTS for Suppressors of FUS Proteinopathy: Primary screen using FUS-linked yeast assay; S. cerevisiae FUS-expressing, growth rescue, OD600, 24 h; Potency, µM (doses to about 76.6 µM), for the others: top-dose growth rescue (activation), hits mostly activators; hit rate 0.24% among 390,000; AID 1347120, 2019;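 also: potency is read from the fitted curve at half-maximal effect; plate controls were DMSO vehicle for no effect and reference control for full effect; nearly all actives have a fitted effect of over 55% in size; some results filed as inactive show a strong effect at the top dose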
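Absorbance at 600 nm, taken 24hr after compound addition, measured rescue of FUS-yeast growth at 30C. Induction used 2% galactose with seeding at OD 0.005. Controls: CP55940 from 92uM final, DMSO only.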
GLP1R ag = qHTS of GLP-1 Receptor Agonists | Glucagon-like peptide 1 receptor (Homo sapiens), P43220 | HEK293 GLP-1R CRE-luciferase, luminescence, 4-6 h; cells express a hypersensitive GLP-1R form | Potency, µM (top dose mostly 45.6 µM), for inactives: at the top dose activation, hits mostly activators | hit rate 0.007% among 380,000 | AID 624172, 2012; also: potency is read from the fitted curve at half-maximal effect; % of control where 0% means no effect
Target sequence (P43220 whole entry, looked up): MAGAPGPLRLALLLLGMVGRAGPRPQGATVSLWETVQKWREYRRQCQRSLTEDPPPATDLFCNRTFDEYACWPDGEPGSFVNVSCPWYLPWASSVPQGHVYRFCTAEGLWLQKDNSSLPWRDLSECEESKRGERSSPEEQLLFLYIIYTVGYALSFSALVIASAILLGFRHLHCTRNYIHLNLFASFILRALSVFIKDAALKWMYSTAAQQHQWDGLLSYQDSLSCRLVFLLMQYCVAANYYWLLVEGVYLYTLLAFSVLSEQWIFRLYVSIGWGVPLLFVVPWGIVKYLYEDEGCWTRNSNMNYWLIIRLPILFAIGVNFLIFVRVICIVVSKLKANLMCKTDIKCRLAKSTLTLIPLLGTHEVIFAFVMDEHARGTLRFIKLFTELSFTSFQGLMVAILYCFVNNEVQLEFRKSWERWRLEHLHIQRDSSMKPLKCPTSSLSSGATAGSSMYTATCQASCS
GLP-1R inv ag = qHTS of GLP-1 Receptor Inverse Agonists (Inhibition Mode); Glucagon-like peptide 1 receptor (Homo sapiens), P43220; HEK293 GLP-1R CRE-luciferase, luminescence, 24 h; GLP-1R form is constitutively active; Potency, µM (top dose mostly 38.3 µM), for the others: at the highest dose activity change, negative = inhibition, hits mostly inhibitors; hit rate 1.6% among 410,000; also: potency is read from the fitted curve at half-maximal effect; % is scaled to controls: 0 for no effect and ±100 for the full control effect; nearly all actives have a fitted effect of over 55% in size
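Inverse agonism was detected as reduced cAMP-driven luciferase luminescence after 24 h compound treatment. The cells were HEK293 clones expressing constitutively active human GLP-1R with the reporter. Reporter-only and GPR119 cell lines served as counterscreen controls.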
TDP-43 yeast inh = qHTS of TDP-43 Inhibitors | TDP-43 expressing yeast growth rescue, BacTiter-Glo, 24 h | Potency, µM (highest dose often 46.1 µM), inactives show at the highest dose growth rescue (activation), most hits filed as activators | AID 652104, 2013 | hit rate 1.8% among 410,000; also: potency is read from the fitted curve at half-maximal effect; % of control where 0% means no effect; nearly all actives have a fitted effect of over 50% in size
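Luminescence from BacTiter-Glo reports growth of TDP-43-expressing yeast after 24 hr at 30 deg C with compound. Cells were raffinose-pregrown to mid-log, then seeded in galactose medium at OD600=0.02.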
aSyn rescue = qHTS of alpha-syn Inhibitors; Yeast expressing alpha-synuclein, growth rescue, BacTiter-Glo, 24 h; Potency, µM (highest dose often 46.1 µM), without a hit: at the top dose growth rescue (activation), hits mostly activators; hit rate 0.14% among 370,000; AID 652106, 2013; also: potency is read from the fitted curve at half-maximal effect; % of control where 0% means no effect; nearly all actives have a fitted effect of over 65% in size
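Screening used galactose-induced yeast with toxic alpha-synuclein levels, exposed to compound for 24 hr at 30 deg C. Cell growth, read with BacTiter-Glo luminescence, gave the measured signal.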
PTHR1 ag = qHTS for PTHR1 Agonists: Primary Screen. AID 743266, 2014. Potency, µM (highest dose often 115 µM), inactives show at the top dose activation, hits mostly activators. HEK293 GP2 PTHR1 cells, GloSensor cAMP luminescence, 1 h. hit rate 0.075% among 410,000. Parathyroid hormone/parathyroid hormone-related peptide receptor (Homo sapiens), Q03431; also: potency is read from the fitted curve at half-maximal effect; nearly all actives have a fitted effect of over 55% in size; some results filed as inactive show a strong effect at the top dose; inactives centre near -15; many of its hits are not listed in these tables
Target sequence (Q03431 whole entry, looked up): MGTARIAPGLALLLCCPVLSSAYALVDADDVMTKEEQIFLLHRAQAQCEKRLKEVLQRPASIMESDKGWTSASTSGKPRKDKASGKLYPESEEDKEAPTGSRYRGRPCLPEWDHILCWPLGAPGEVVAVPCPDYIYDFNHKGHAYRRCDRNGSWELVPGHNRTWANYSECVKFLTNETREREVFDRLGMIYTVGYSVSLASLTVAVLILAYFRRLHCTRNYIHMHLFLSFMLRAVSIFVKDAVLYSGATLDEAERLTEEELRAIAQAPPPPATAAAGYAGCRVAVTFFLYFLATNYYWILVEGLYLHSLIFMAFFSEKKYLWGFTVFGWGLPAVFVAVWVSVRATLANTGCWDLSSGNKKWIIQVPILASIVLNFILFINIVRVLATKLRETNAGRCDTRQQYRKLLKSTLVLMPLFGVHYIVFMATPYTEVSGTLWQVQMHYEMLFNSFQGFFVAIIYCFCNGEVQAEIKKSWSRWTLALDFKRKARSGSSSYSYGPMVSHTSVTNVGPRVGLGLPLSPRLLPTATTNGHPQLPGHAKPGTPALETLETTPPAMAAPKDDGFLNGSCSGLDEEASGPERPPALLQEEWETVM
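HEK-293-derived GP2 cells expressing PTHR1 and a GloSensor cAMP reporter, 3,000/well, plated overnight, given luciferin plus IBMX (each 0.5 mM as added) for 1 h at 37 °C, then compound for 1 h at 37 °C. Luminescence was read after 15 min at room temperature.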
DRD3 antagonist = qHTS of D3 Dopamine Receptor Antagonist: qHTS; D(3) dopamine receptor (Homo sapiens), P35462; D3R cells, DiscoveRx beta-arrestin luminescence, antagonist mode; stronger effect = lower value; max response, negative = inhibition, %; hit rate 2.5% among 360,000; in the data active = max response below about -50%; inconclusive = no clear call, values can overlap the other calls; also: % is scaled to controls: 0 for no effect and ±100 for the full control effect; mostly tested at two doses, the higher about 12 µM
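Cells plated overnight at 1500 cells/well, then exposed to library compounds with dopamine controls for 90 minutes at 37 degrees C. DiscoveRx reagent added for 30–60 minutes at room temperature; luminescence read, quantitative HTS format.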
* marks the source's active call; other numbers are inactive results; i = inactive; ? = inconclusive; nt = not tested or not shown; [ ] = remark or other dose. Unless noted, calls follow the shape of the dose curve; as a rule, active = well fitted curve in the direction sought with a large enough effect; inconclusive = small, poorly fitted or top-dose-only effect, or another doubt; inactive = no such curve, though single readings can be large; an effect the other way counts as inactive or inconclusive. A portion of the library; the hit share may differ from the screen's.

1) COc1cc(C2SCC(=O)N2Cc2ccccc2)ccc1O (stereo unspecified)
2) Cc1cc(C)n2c(Nc3ccc(Cl)cc3)c(-c3ccsc3)nc2n1
3) COc1cc(/C=N/NC(=O)c2ccc(-c3ccccc3)cc2)cc(OC)c1OC
4) O=C1c2ccccc2C(c2nc3ccccc3[nH]2)N1c1ccccn1 (stereo unspecified)
5) Cc1ccc2nc(NC(=O)Cn3cc4c(n3)CCCCC4)sc2c1
6) CCc1ccc(NCc2cc3ccc(OC)cc3n(CC(=O)Nc3ccccc3OC)c2=O)cc1

compound no.	1	2	3	4	5	6
pAkt inh	i	nt	i	i	i	nt
PTHR1 ag	i	-30%	-16%	-3%	24%	i
GLP-1R inv ag	0%	7%	-19%	26%	?	?
Abeta rescue	-22%	-5%	-10%	-13%	-10%	-3%
GLP1R ag	11%	nt	17%	7%	-2%	8%
DRD3 antagonist	-1	nt	5	0	-23	nt
TDP-43 yeast inh	10%	18%	3%	15%	-2%	0%
FUS yeast rescue	-28%	-7%	?	2%	-13%	44%
aSyn rescue	-9%	nt	1%	7%	-5%	0%

7) COc1ccc(C2N(c3ccccc3)C(=S)N3CCCN23)cc1 (stereo unspecified)
8) C=CCOCC(O)Cn1c(N2CCCC2)nc2c1c(=O)n(C)c(=O)n2C (stereo unspecified)
9) O=C(COC(=O)CCNS(=O)(=O)c1ccccc1)Nc1ccc(OC(F)F)cc1
10) Cc1ccc(S(=O)(=O)NCC(=O)Nc2ccc3c(c2)OCO3)cc1
11) COc1ccc(OC)c2nc(-c3ccncc3)ccc12
12) CCOC(=O)c1ccc(-n2nc(C)cc2C)cc1

compound no.	7	8	9	10	11	12
pAkt inh	i	i	i	i	i	i
PTHR1 ag	1%	-2%	-6%	i	i	i
GLP-1R inv ag	8%	4%	3%	9%	60%[activator]	2%
Abeta rescue	-10%	2%	-2%	0%	-17%	9%
GLP1R ag	1%	3%	-7%	1%	10%	6%
DRD3 antagonist	-11	12	19	0	-17	-20
TDP-43 yeast inh	-11%	7%	-21%	-15%	4%	16%
FUS yeast rescue	nt	-25%	-12%	16%	-19%	3%
aSyn rescue	8%	5%	1%	-5%	1%	1%

13) CC(=O)c1ccc(NC(=O)CC2Nc3cc(C)c(C)cc3NC2=O)cc1 (stereo unspecified)
14) Cc1ccc(NC(=O)CCOc2ccccc2C)cc1F
15) Cc1c(C(=O)NCc2ccc(C(C)C)cc2)sc(=O)n1Cc1ccc(S(=O)(=O)N(C)C)cc1
16) COC(=O)C[C@H]1C[C@@H]2c3cc(NS(=O)(=O)c4cccc(OC)c4)ccc3O[C@@H]2[C@@H](CO)O1
17) C=CCNc1nc(-c2sc(NC(=O)C(C)(C)C)nc2C)c(-n2cc(-c3ccccc3)nn2)s1
18) O=C(O)C1C2OC3C(OC(=O)C31)C2Br (stereo unspecified)

compound no.	13	14	15	16	17	18
pAkt inh	nt	i	i	i	i	i
PTHR1 ag	i	-24%	-50%[inhibitor]	-23%	-41%[inhibitor]	i
GLP-1R inv ag	-4%	?	?	4%	?	0%
Abeta rescue	-10%	8%	-6%	-14%	6%	5%
GLP1R ag	nt	9%	13%	7%	-6%	-4%
DRD3 antagonist	nt	-27	65	0	98	2
TDP-43 yeast inh	13%	0%	5%	4%	?	-15%
FUS yeast rescue	12%	12%	?	-2%	39%	-17%
aSyn rescue	nt	1%	1%	-3%	10%	8%

Profiles from above. Order of values: pAkt inh	PTHR1 ag	GLP-1R inv ag	Abeta rescue	GLP1R ag	DRD3 antagonist	TDP-43 yeast inh	FUS yeast rescue	aSyn rescue
Record of `C=CCNc1nc(-c2sc(NC(=O)C(C)(C)C)nc2C)c(-n2cc(-c3ccccc3)nn2)s1` = i	-41%[inhibitor]	?	6%	-6%	98	?	39%	10%
Record of `Cc1c(C(=O)NCc2ccc(C(C)C)cc2)sc(=O)n1Cc1ccc(S(=O)(=O)N(C)C)cc1` = i	-50%[inhibitor]	?	-6%	13%	65	5%	?	1%
Record of `COC(=O)C[C@H]1C[C@@H]2c3cc(NS(=O)(=O)c4cccc(OC)c4)ccc3O[C@@H]2[C@@H](CO)O1` = i	-23%	4%	-14%	7%	0	4%	-2%	-3%

Next section.
19) CC1(C)Cc2cccc(OCC(=O)Nc3cc(C(F)(F)F)ccc3N3CCOCC3)c2O1
20) Cc1ccc(-c2nnc(SCC(=O)N/N=C/c3ccc(C)s3)n2-c2ccc(C)cc2)cc1
21) Nc1ccccc1SCC(=O)N1CCc2ccccc21
22) CCOC(=O)c1oc2ccccc2c1NC(=O)c1ccc(S(=O)(=O)N2CCCC2)cc1
23) CCN(C(=O)CSc1nnc(-c2ccccc2Cl)n1N)c1c(N)n(Cc2ccccc2)c(=O)[nH]c1=O
24) CC(C)c1ccc(NC(=O)COC(=O)c2cc(=O)[nH]c3ccccc23)cc1

compound no.	19	20	21	22	23	24
pAkt inh	i	i	i	i	i	i
PTHR1 ag	i	i	-27%	-10%[57.5 µM]	i	-6%
GLP-1R inv ag	10%	-30%	?	0%	16%	9%
Abeta rescue	4%	-4%	2%[9.22 µM]	8%	-15%	6%
GLP1R ag	-7%	-2%	-4%	6%	-2%	1%
DRD3 antagonist	31	-23	-20	30	12	0
TDP-43 yeast inh	8%	-4%	13%	-14%	9%	4%
FUS yeast rescue	-1%	nt	-29%	18%	-16%	0%
aSyn rescue	0%	-7%	5%	-1%	0%	-2%

25) O=c1c2ccccc2nc(-c2ccccc2)n1Cc1ccccc1
26) O=C1CC2CS(=O)(=O)CC2N1c1ccc(Oc2ccccc2)cc1 (stereo unspecified)
27) O=C(CCNC(=O)c1ccccc1)NNC(=O)COc1ccccc1Cl
28) O=C(Nc1ccc(N2C(=O)C3C4C=CC(C4)C3C2=O)cc1Cl)c1cccs1 (stereo unspecified)
29) COC(=O)c1ccc2nc(-c3ccc(OC)c(OC)c3)c(Cc3ccc(OC)cc3C)n2c1
30) CC(C)(C)C(=O)Nc1ccc(-c2cn3ccsc3n2)cc1

compound no.	25	26	27	28	29	30
pAkt inh	i	i	i	i	i	i
PTHR1 ag	-8%	-12%	-44%[inhibitor]	i	-23%	-23%
GLP-1R inv ag	?	4%	-35%	43%[activator]	15%	?
Abeta rescue	-13%	-6%	-10%	-14%	-9%	-22%
GLP1R ag	16%	-10%	1%	3%	-8%	-7%
DRD3 antagonist	10	-3	10	3	28	7
TDP-43 yeast inh	22µM*	-21%	-11%	-6%[0.397 µM]	20%	2%
FUS yeast rescue	18%	24%	16%	3%	38%	25%
aSyn rescue	-8%	-2%	-12%	7%	0%	-11%

31) CC(=O)C1CN(S(=O)(=O)c2ccc(C)cc2)C(c2ccccc2)CC1C (stereo unspecified)
32) COc1ccc(/C=N/OCC(=O)N2CCCC2)c(OC)c1
33) CCN(c1ccccc1)S(=O)(=O)c1cc(C(=O)NCc2ccco2)ccc1C
34) CCOC(=O)[C@H]1[C@H]2COc3ccc(C)cc3[C@@H]2N2C(=O)c3ccc(F)cc3NC(=O)[C@@]12C
35) O=C(CSc1nc(-c2ccc(F)cc2)cc(C(F)(F)F)n1)Nc1ccc2c(c1)OCO2
36) CSCCC(NC(=O)c1ccc([N+](=O)[O-])cc1Cl)C(=O)OCC(=O)NC(=O)CN1CCCC1=O (stereo unspecified)

compound no.	31	32	33	34	35	36
pAkt inh	i	i	i	i	i	i
PTHR1 ag	-16%	i	-27%	-13%	-20%	10%
GLP-1R inv ag	?	-6%[0.307 µM]	?	-3%	3%	-8%
Abeta rescue	-18%	4%	-8%	21%	27%	-3%
GLP1R ag	nt	3%	8%	2%	6%	-1%
DRD3 antagonist	5	15	-12	1	52	0
TDP-43 yeast inh	14%	5%	7%	?	13%	-9%
FUS yeast rescue	?	1%	24%	10%	nt	28%
aSyn rescue	0%	-1%	15%	-5%	-5%	-12%

37) Cc1ccc(N2CCN(S(=O)(=O)c3c(C)[nH]c(=O)[nH]c3=O)CC2C)cc1 (stereo unspecified)
38) Cc1ccc(CNCCCSc2ncccn2)cc1
39) COc1ccc(C(=O)NN2C(=O)C3CCC(C)(C2=O)C3(C)C)cc1 (stereo unspecified)
40) CCCCn1nc2cc(C(=O)NCc3cc(C(F)(F)F)cc(C(F)(F)F)c3)ccc2c1OC
41) O=C(c1nc2ccc(Cl)cn2c1CN1CCCC(CO)C1)N1CCc2ccccc2C1 (stereo unspecified)
42) O=C(Nc1sc2c(c1C(=O)O)CCC2)c1ccco1
43) CCn1cc(C(C)NC(=O)Nc2ccc3c(c2)OCO3)c(C)n1 (stereo unspecified)

compound no.	37	38	39	40	41	42	43
pAkt inh	nt	i	i	i	i	i	i
PTHR1 ag	-24%	-20%	i	-4%	i	i	-27%
GLP-1R inv ag	7%	-5%	0%	-29%	-10%	-9%	6%
Abeta rescue	-10%	10%	17%	4%	1%	-15%	-15%
GLP1R ag	nt	?	1%	-9%	6%	-1%	2%
DRD3 antagonist	nt	-27	-28	9	6	-24	5
TDP-43 yeast inh	-2%	-14%[1.82 µM]	-24%	-4%	6%	-79%[inhibitor]	?
FUS yeast rescue	-21%	22%	19%	-13%	13%	-4%	3%
aSyn rescue	nt	-6%	-3%	-1%	4%	-68%[inhibitor]	2%
